# PvdQ inh = P. aeruginosa PvdQ acylase inhibition | actives 0.063% (n = 340,000) | inhibition, % at 10 µM | purified PvdQ acylase, fluorescence plate reader; in the data active means inhibition above about 30%, passing the limit was not always enough;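 further: 0% = vehicle neutral wells and 100% = reference inhibitor wells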
# SR-BI HDL uptake = blocks mouse SR-BI lipid uptake from DiI-HDL. ldlA[mSR-BI] CHO cells, DiI-HDL uptake fluorescence, 3 h. Q61009. actives 0.96% (n = 320,000). inhibition, % at 12.5 µM;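 active means mean replicate inhibition of at least 70% and a set share of replicates each scoring 70 or more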;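 further: 0% = median of neutral control wells and 100% = median of positive control wells; values of inactives mirror those of a sister screen read the other way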
# Keap1 Nrf2 FP = disrupts human Keap1 binding to Nrf2 peptide. Keap1 Kelch-Nrf2 peptide fluorescence polarization, 1536-well. inhibition, % at 9.4 µM. actives 0.15% (n = 340,000); in the data active means inhibition above about 12%;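 further: human Keap1 Kelch domain with fluorescein labeled Nrf2 9mer peptide probe; 0% = neutral control wells and 100% = peptide positive control; higher means more block of Keap1 binding to Nrf2 peptide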
# SR-BI DiI-HDL act = SR-BI HDL lipid transfer activation. CHO ldlA[mSR-BI] cells, DiI-HDL uptake fluorescence, 3 h; 100 = double the neutral-control signal. activation, % at 12.5 µM. actives 0.096% (n = 320,000). AID 504775;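 active means mean replicate activation of at least 60% and every replicate at or above 60%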;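 further: 0% = median plate neutral-control signal and 100% = twice that signal; values of inactives mirror those of a sister screen read the other way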
#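 Material: SR-BI-overexpressing, LDLR-lacking CHO cells; schedule: compound exposure 3 h, 37 °C; reagent: DiI-labelled HDL at 10 µg/mL final; technique: bottom-read fluorescence, 550/595 nm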
# NSD2 inh = blocks human histone methyltransferase NSD2 | O96028 | NSD2 peptide methylation, AlphaScreen, 120 min | inhibition, % at 12.5 µM | actives 0.54% (n = 310,000) | AID 743445; in the data active means inhibition above about 50%
# Target sequence (O96028 whole entry, looked up): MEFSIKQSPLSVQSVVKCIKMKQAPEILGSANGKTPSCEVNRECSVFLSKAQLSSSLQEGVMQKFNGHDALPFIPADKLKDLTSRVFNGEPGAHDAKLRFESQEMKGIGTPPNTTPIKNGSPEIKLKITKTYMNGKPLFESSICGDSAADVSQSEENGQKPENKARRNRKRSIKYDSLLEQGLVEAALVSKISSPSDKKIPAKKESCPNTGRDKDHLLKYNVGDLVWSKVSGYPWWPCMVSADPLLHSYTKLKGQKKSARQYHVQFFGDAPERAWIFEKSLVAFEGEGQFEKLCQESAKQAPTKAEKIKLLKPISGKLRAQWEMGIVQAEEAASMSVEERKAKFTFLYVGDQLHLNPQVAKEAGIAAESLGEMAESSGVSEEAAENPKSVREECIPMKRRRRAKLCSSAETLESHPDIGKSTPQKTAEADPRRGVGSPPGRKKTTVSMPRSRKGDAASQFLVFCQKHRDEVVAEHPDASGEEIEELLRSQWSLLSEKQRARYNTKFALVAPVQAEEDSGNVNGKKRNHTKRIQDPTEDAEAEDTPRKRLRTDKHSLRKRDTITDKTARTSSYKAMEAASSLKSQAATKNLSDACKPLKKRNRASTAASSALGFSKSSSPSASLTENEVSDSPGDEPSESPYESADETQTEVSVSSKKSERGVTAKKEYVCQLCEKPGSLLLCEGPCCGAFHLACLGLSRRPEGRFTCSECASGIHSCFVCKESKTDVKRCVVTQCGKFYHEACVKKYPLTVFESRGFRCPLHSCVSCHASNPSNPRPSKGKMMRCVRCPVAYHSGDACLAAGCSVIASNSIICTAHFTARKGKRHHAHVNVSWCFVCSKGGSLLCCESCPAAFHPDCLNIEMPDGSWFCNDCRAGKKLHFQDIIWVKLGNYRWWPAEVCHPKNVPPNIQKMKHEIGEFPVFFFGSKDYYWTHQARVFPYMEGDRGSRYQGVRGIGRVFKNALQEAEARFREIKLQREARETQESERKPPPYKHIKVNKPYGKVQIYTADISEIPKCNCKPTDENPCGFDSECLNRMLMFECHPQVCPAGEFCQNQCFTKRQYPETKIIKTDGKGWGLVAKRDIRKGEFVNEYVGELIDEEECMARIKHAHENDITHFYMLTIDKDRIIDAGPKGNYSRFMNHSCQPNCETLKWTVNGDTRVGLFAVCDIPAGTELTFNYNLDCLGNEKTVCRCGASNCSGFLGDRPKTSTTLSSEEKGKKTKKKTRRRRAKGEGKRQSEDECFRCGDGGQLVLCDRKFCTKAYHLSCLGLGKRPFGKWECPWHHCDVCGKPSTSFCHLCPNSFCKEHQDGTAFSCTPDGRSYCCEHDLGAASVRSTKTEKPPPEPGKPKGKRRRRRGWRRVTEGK
# Arr AP2 block = human beta-arrestin and AP2 interaction inhibition. FITC-arrestin peptide / GST-AP2 beads, flow cytometry; AP2 beta2 appendage carries R879A mutation. inhibition, % at 10 µM. actives 0.31% (n = 340,000);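 active means inhibition above a set limit, near 3 SD of compounds lacking own fluorescence, cut at about 54% in these data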;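 further: plate controls were DMSO wells for no effect and 5 µM unlabelled arrestin peptide for full effect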
#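 System: GST-AP2 R879A glutathione beads; medium: PBS, Tween 20 0.05%, BSA 0.1%; reagent: fluorescein-tagged arrestin peptide at 50 nM final; schedule: pre-incubation 12 min, peptide binding 1 h, room temperature; detection: flow cytometry, FL1 (488/535 nm); read-out: inhibition as reduced fluorescein signal on beads, percent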
# C-LANA FP = inhibitors of KSHV LANA C-terminal domain DNA binding; MBP-C-LANA/FAM-LBS DNA binding, fluorescence polarization; inhibition, % at 9 µM; actives 0.078% (n = 340,000); AID 504423;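 active means highest replicate inhibition at or above 60% at 9 µM, even if other replicates fall short; inactive means all replicates below 60% inhibition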;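 further: 0% = neutral control wells and 100% = 4 µM acridine orange control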
# Cardiac RTF inh = cardiac RTF calcium desensitization; inhibition, % at 7.15 µM; IANBD-labeled cardiac RTF, Ca2+ fluorescence; AID 493244; P19429+P45379; actives 0.12% (n = 340,000);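 active means inhibition above the mean inhibition of all tested compounds plus 3 SD, cut at about 17% in these data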;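 further: assay run at fixed EC70 calcium of 1.6 mM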
# PKA-R2B act = PKA-R2B complex activation; P22694+P31323; PKA-R2B holoenzyme dissociation, Cy5-IP20 fluorescence polarization; R2B truncated from residue 108, S112A mutant; 0% DMSO only, 100% 113 µM cGMP; activation, % at 11.4 µM; actives 0.079% (n = 340,000); AID 504700;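 active means activation above a cutoff set at the mean over all compounds plus 3 SD, cut at about 18% in these data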;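 further: higher means more holoenzyme dissociation and a rise in polarization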
# DAGLB inhibitor = blocks human DAGLB lipase activity | Q8NCG7 | AID 504411 | actives 0.059% (n = 340,000) | inhibition, % at 5.17 µM | HEK293T DAGLB membrane lysate, EnzChek fluorogenic substrate; in the data active means inhibition above about 34%;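 further: 0% = enzyme with vehicle and 100% = wells lacking enzyme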
# Numbers without * were called inactive; nt = no result given.
SMILES,PvdQ inh,SR-BI HDL uptake,Keap1 Nrf2 FP,SR-BI DiI-HDL act,NSD2 inh,Arr AP2 block,C-LANA FP,Cardiac RTF inh,PKA-R2B act,DAGLB inhibitor
Cc1ccc(C(=O)O)cc1NC(=S)NC(=O)c1ccc(-c2ccccc2)cc1,-6,4,2,-4,4,38,0.4,-4,-4,4
O=C(CSCc1ccc([N+](=O)[O-])cc1)NN=C1CCCCCC1,-6,-5,1,5,-3,7,1.1,-1,8,2
Cc1ccccc1OCc1nc2c3cnn(C)c3ncn2n1,-13,-13,2,13,-2,-15,1.3,-7,-8,0
O=C1Nc2c(Br)cc(Br)c3cccc1c23,-10,1,-2,-1,-8,-5,-0.9,-1,-9,0
O=C(CC(c1ccccc1)(c1ccccc1)c1ccccc1)N[C@@H](Cc1ccc(O)cc1)C(=O)O,-11,-4,4,4,nt,-3,-0.9,-1,2,4
COCCN(C(=O)COC(=O)c1cccs1)c1c(N)n(Cc2ccccc2)c(=O)[nH]c1=O,-8,1,0,-1,-2,2,-0.5,0,7,-3
O=C(CCC(=O)OCc1cccc([N+](=O)[O-])c1)Nc1ccc(F)cc1,6,-5,-6,5,-8,-1,0.8,0,1,2
C=C(C)Cn1c(SCC(=O)O)nnc1-c1ccc(OC)cc1,-18,15,-4,-15,-1,-9,-0.5,-11,6,0
Cc1c(C(=O)Nc2cccc3cccnc23)oc2ccccc12,7,24,3,-24,-1,-12,0.3,2,-5,-1
COc1ccc(CN2CCNC(=O)C2CC(=O)NCc2cn[nH]c2-c2ccccc2)c(F)c1 (centres undefined),5,-13,2,13,-2,23,1.7,-8,1,1
CCc1nn2c(=O)c(S(=O)(=O)Nc3ccc(Cl)cc3)c(C)nc2s1,-14,-1,-2,1,nt,6,-0.1,-5,-2,2
CCCCOc1ccc(C(C)NC(=O)CCS(=O)(=O)Cc2ccccc2Cl)cc1 (centres undefined),6,-3,-2,3,-1,24,0.0,-7,3,-4
Cc1snc(SCc2ccc(Cl)cc2)c1C#N,6,-5,0,5,-5,34,-2.6,1,-8,-13
O=C(CSc1ccc(-c2ccccc2)nn1)N1CCCCC1,-10,2,0,-2,1,nt,-1.7,-11,15,0
COC(=O)c1cc2occc2n1Cc1nc(-c2ccccc2C)oc1C,-3,-19,-2,19,nt,9,-1.7,-6,-1,-13

# Given as tab-separated lines: part of the list above
Molecule	PvdQ inh	SR-BI HDL uptake	Keap1 Nrf2 FP	SR-BI DiI-HDL act	NSD2 inh	Arr AP2 block	C-LANA FP	Cardiac RTF inh	PKA-R2B act	DAGLB inhibitor
Cc1c(C(=O)Nc2cccc3cccnc23)oc2ccccc12	7	24	3	-24	-1	-12	0.3	2	-5	-1
O=C1Nc2c(Br)cc(Br)c3cccc1c23	-10	1	-2	-1	-8	-5	-0.9	-1	-9	0
Cc1snc(SCc2ccc(Cl)cc2)c1C#N	6	-5	0	5	-5	34	-2.6	1	-8	-13
COC(=O)c1cc2occc2n1Cc1nc(-c2ccccc2C)oc1C	-3	-19	-2	19	nt	9	-1.7	-6	-1	-13

# The list goes on:
SMILES,PvdQ inh,SR-BI HDL uptake,Keap1 Nrf2 FP,SR-BI DiI-HDL act,NSD2 inh,Arr AP2 block,C-LANA FP,Cardiac RTF inh,PKA-R2B act,DAGLB inhibitor
CCOC(=O)CSc1nnc(Cc2cc(=O)[nH]c(=O)[nH]2)n1-c1ccc(Cl)cc1,-6,-12,5,12,nt,29,16,-3,8,-1
CCOc1ccc(NC(=O)CSC2=NCCN2)cc1,0,18,-2,-18,-2,21,2.3,3,-12,-5
CSCCC(NC(=O)c1cccc(C)c1)C(=O)Nc1sccc1C(N)=O (centres undefined),-15,nt,-5,nt,nt,5,0.7,1,11,2
CCCCn1c(N)c(N(CCOC)C(=O)C2CCN(c3ncnc4sc(C)c(C)c34)CC2)c(=O)[nH]c1=O,-14,6,-2,-6,-1,-11,-0.2,-1,0,-2
C=CCC1NS(=O)(=O)OC(CCCC)C1O (centres undefined),-6,-1,-4,1,nt,-3,-1.2,-2,4,2
Cc1c(C)[n+](=O)c(-c2ccc(F)cc2)c(C)n1[O-],4,-12,2,12,-2,22,1.1,-9,-4,-2
CO/N=C/NC(=O)NOCc1ncc(C(F)(F)F)cc1Cl,-7,26,-2,-26,0,-5,2.2,-5,-2,1
CCN(C[C@H]1N[C@@](Cc2ccccc2)(C(=O)OC)[C@H]2C(=O)N(C)C(=O)[C@@H]12)C(=O)c1ccc(C)cc1,-14,-18,-3,18,nt,14,-1.8,-4,-10,0
CCc1nnc(NC(=O)c2cc(S(=O)(=O)N3CCCCC3)ccc2N2CCOCC2)s1,-4,nt,-3,nt,-1,5,0.4,-8,0,0
O=C(Nc1ccccn1)c1cccc(S(=O)(=O)N2CCCc3ccccc32)c1,0,-10,-3,10,0,19,-1.5,0,-10,-4
COc1cccc(/C=C2\N=C(C3CCCCC3)OC2=O)c1OC,-10,-24,-2,24,3,-2,-1.0,-14,-5,-2
COc1cccc(C(=O)N2CCN(C3CCC(c4ccccc4)CC3)CC2)c1 (centres undefined),-3,-9,3,9,4,21,-0.7,-2,10,-5
CC(C)(C)NC(=O)COC(=O)c1ccc(S(=O)(=O)N2CCCCCC2)cc1,10,-11,-6,11,1,5,-0.5,5,-3,-3
COc1ccc(C(=O)COC(=O)c2nn(C)c(=O)c3ccccc23)c(OC)c1,-10,54,2,-54,0,5,3.5,-11,-9,-2
COc1ccc2c(CC(=O)OCC(=O)Nc3cc(C)c(C)cc3[N+](=O)[O-])coc2c1,4,-20,-2,20,-1,9,-1.4,-9,6,-24
Cc1cc(N2CCOCC2)nc(N)n1,-15,-19,-2,19,1,-30,-0.7,-9,4,-3
Cn1c(=O)c2nc3ccccc3nc2n(C)c1=O,-6,-3,-2,3,7,-16,-0.1,-9,-8,0
CCn1c(Cc2cccs2)nnc1SCC(=O)NC1CC1,16,-14,-2,14,-2,2,1.4,-7,-4,-2
Cc1ccc(COCC(CC(C)C)N2CCN(C(=O)c3cccc(C(F)(F)F)c3)CCC2=O)cc1 (centres undefined),-3,10,4,-10,nt,-5,1.4,6,-6,-8
CN(C)C(=O)c1cc(C(=O)c2ccc(Cl)cc2Cl)c[nH]1,-10,0,2,0,2,-9,-4.9,1,3,-1
CC1(NC(=O)NCc2ccco2)CCS(=O)(=O)C1 (centres undefined),-7,-23,-3,23,1,-5,2.9,9,-3,1
CCOC(=O)c1ccc(NC(=O)CSCC(=O)OCC(=O)c2ccccc2)cc1,-6,-5,-1,5,-2,5,1.1,-8,-5,-2
Cc1noc(C)c1COc1ccccc1C(=O)NCCOc1ccccc1F,1,25,-1,-25,-1,1,-0.5,-6,1,0
Cc1nn2c(=O)c(NC(=O)c3ccc(Cl)cc3)cnc2s1,9,-21,5,21,-3,5,-0.8,-3,1,1
Cc1ccncc1C(N)=O,-12,nt,-4,nt,4,13,-0.7,-2,15,3
CCOC(=O)Nc1cc(=O)c2ccccc2o1,-13,-16,-5,16,1,6,1.7,-2,-8,0
CCCCC[C@@H]1C=C(C(=O)O)[C@H](c2ccc(CC)cc2)N1S(=O)(=O)c1ccc(C)cc1,0,19,5,-19,nt,35,2.0,0,-4,8
CCCCN(C(=O)C(C)Oc1ccc(Br)cc1)c1c(N)n(Cc2ccccc2)c(=O)[nH]c1=O (centres undefined),-10,-4,-4,4,2,-2,-0.5,-5,-10,3
COc1ccc(S(=O)(=O)N2CCOC2CNC(=O)C(=O)NCCc2ccc(OC)c(OC)c2)cc1 (centres undefined),-17,24,-1,-24,0,19,-0.8,-3,-2,0
Cc1cccc(C(=O)NCC(c2ccc(F)cc2)N2CCOCC2)c1 (centres undefined),-8,nt,-1,nt,-17,-9,-1.5,-2,12,-4
CC#CCOC(=O)c1c(C)nc2sc3c(c2c1N)CCC(O)C3 (centres undefined),1,47,-6,-47,nt,23,1.8,7,5,3
COc1ccc(OC)c(Cc2cnc3nc(N)nc(N)c3c2C)c1,-6,26,-4,-26,-4,28,-0.4,-9,-13,3
COc1cc(/C=N/NC(=O)c2cc(-c3cccc(Br)c3)nc3ccccc23)cc(OC)c1O,5,nt,3,nt,-3,27,0.6,-3,-8,-7
COc1ccc(C(=O)N2CCC2)cc1S(=O)(=O)NCc1ccc(Cl)cc1,4,5,-1,-5,2,53,0.5,0,0,3
COC(=O)c1ccccc1N1C(=O)C2C(C1=O)[C@H]1C=C[C@@H]2C1 (some centres undefined),5,9,3,-9,2,6,-1.8,5,-1,3
COC(=O)c1ccccc1NC(=O)c1cccc(NC(=O)C(C)C)c1,5,39,-6,-39,-3,-5,-0.3,0,-10,-1
Cc1cccc(NC(=O)CN2CCN(C(=O)c3cnn(Cc4ccccc4)c3)CC2)c1C,2,-14,2,14,-1,49,0.5,-1,-1,0
COc1ccc(C)cc1NC(=O)c1ccoc1C,-1,37,-1,-37,1,17,-0.7,1,-3,-1
COc1ccc(NC(=O)c2ccco2)cc1NC(=O)c1ccccc1,-9,17,-6,-17,-3,-6,0.2,-7,-4,-2
OCC1(Cc2cccc(Cl)c2)CCCN(Cc2ccc(F)c(F)c2)C1 (centres undefined),-17,6,-5,-6,-2,-4,-4.0,1,6,-5
O=C1C2C3C=CC(C3)C2C(=O)N1c1ncn[nH]1 (centres undefined),2,-29,0,29,3,9,1.6,1,6,1
O=C(N/N=C/C1=C(N2CCOCC2)C(=C\c2ccccc2)/CC1)Nc1ccccc1,-12,74*,-9,-74,0,-5,1.8,-16,-3,-2
COc1ccccc1N1CCN(C(=O)C2CCCO2)CC1 (centres undefined),-6,-7,-4,7,15,-2,0.6,-2,6,1
N#Cc1nc(Cc2ccccc2)oc1NCc1ccccc1Cl,-3,-7,1,7,11,4,0.5,1,-6,-2
CCc1nnc(NC(=O)CCC(=O)N2CCN(C3CCCCC3)CC2)s1,-4,-4,-5,4,-5,1,-1.1,-18,2,3
CC1=CC=CC2=NC(=O)CC(C)(C(=O)O)N12 (centres undefined),-4,5,3,-5,-5,4,-1.3,10,-2,2
CN(CC(=O)Nc1cccc(F)c1)C(=O)c1cccc(-n2cccc2)c1,-9,4,-2,-4,7,8,0.8,-4,0,1
O=[N+]([O-])/C=C/c1ccc2c(ccn2Cc2ccccc2)c1,6,-7,-5,7,-1,-3,2.8,-11,-2,-1
O=C(CCN1C(=O)c2ccccc2S1(=O)=O)Nc1ccccc1O,-12,-4,-4,4,-2,3,0.3,-15,-17,-1
COc1cc(/C=C/C(=O)O)cc2c1OCCO2,2,nt,-2,nt,-9,39,2.0,-4,-1,-5
CCOc1ccc(C(C)=O)cc1COC(=O)CNC(=O)C12CC3CC(CC(C3)C1)C2,-17,28,-1,-28,-2,-10,-3.0,-7,-5,2

# Assay outcomes (PubChem BioAssay)

# Outcome played no part in choosing rows. Share with any hit: about 2.1%.
